Source: PubChem (National Center for Advancing Translational Sciences (NCATS))
Lipid storage S3: qHTS Assay for Lipid Storage Modulators in Drosophila S3 Cells; Drosophila S3 cells, BODIPY lipid droplet fluorescence, 18-24 h; cells fed with added oleic acid; actives 0.64% (n = 320,000); Potency in µM for hits, for the others lipid storage change, negative = inhibition, % at the top dose, mostly 46.1 µM; active = well fitted inhibition curve with a large enough effect in the signal ratio, with a control signal flat, not every such curve was filed as active; inconclusive = small, poorly fitted or top-dose-only effect, or effect the other way, or a change in a side signal; the % refers to the signal ratio
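Drosophila S3 cells got compounds at several concentrations plus oleic acid (400 uM solution). Laser-scanning cytometry with 488 nm excitation read lipid droplets at 500-530 nm and cells at 575-640 nm. Percent activity was relative to 20 uM Triacsin C.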
Lipid storage S3 cell count max: also measured in Lipid storage S3; calls as there; cell number change, %; measured here: cell count max response;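 cells counted by Cell Tracker Red CMTPX staining in the red channel; peak over a dose series mostly up to 46.1 µM; percent activity relative to internal control wells on each plate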
* marks the source's active call; other numbers are inactive results; i = inactive; ? = inconclusive; / = no result given; & = joins results of further samples. % is set by controls: 0 for no effect and ±100 for the full control effect; potency is the fitted concentration of half-maximal effect.

smiles	Lipid storage S3	Lipid storage S3 cell count max
O=C(NC1CCN(Cc2ccccc2)C1)c1cccc(S(=O)(=O)N2CCOCC2)c1 (centres undefined)	?	/
Cc1nc2c3cc(F)ccc3n(CCN3CCCCC3)c2s1	-11%	7
O=C(NCC(c1ccc(F)cc1)N1CCOCC1)c1ccco1 (centres undefined)	i	/
COc1ccccc1NC(=O)c1cc2c(CO)cnc(C)c2oc1=Nc1cc(OC)c(OC)c(OC)c1	i	1
CSCCC(NC(=O)c1cccc(C)c1)C(=O)O (centres undefined)	?	/
COc1ccc(-c2noc(CN(C)C3CCOCC3)n2)cc1	18%	12
CC1(C)Cc2c(cnn2-c2ccc(F)cc2)C(NC(=O)c2ccc(=O)oc2)C1 (centres undefined)	?	/
COc1ccccc1N1CCN(C(=O)CN(CCc2ccccc2)S(C)(=O)=O)CC1	?	/

smiles	Lipid storage S3	Lipid storage S3 cell count max
CCN(CC)CC#CCC(O)(c1ccccc1)C1CCCC1 (centres undefined)	-3%	-10
CCOc1ccccc1CNC(=O)C1CCCN(c2nnc(C)c3c(C)n(-c4ccccc4)nc23)C1 (centres undefined)	?	/
CCCOC(=O)c1c(NC(=O)CCCn2nc([N+](=O)[O-])cc2C)sc(C(=O)OC)c1C	11%	-1
CC(C)(O)C#Cc1ccc(C(=O)Nc2ccc3c(c2)OCO3)s1	?	/
COc1ccc(NC(=O)COC(=O)c2cnccn2)cc1Cl	13%	16
COc1cccc(N2CCN(C(=O)CCc3nnc4ccc(N5CCCC5)nn34)CC2)c1	?	/
COc1ccc(Oc2cnn(-c3ccccc3)c(=O)c2Br)cc1	?	/
Cc1cc(C)cc(NC(=O)c2ccc3nc[nH]c3c2)c1	?	/

smiles	Lipid storage S3	Lipid storage S3 cell count max
COc1cccc(NC(=O)CSc2nc(=O)n(Cc3ccncc3)c3c2CCCC3)c1	13%	10
CC1=NNC(=O)/C1=C\c1cn(-c2ccccc2)nc1-c1ccc(F)cc1	?	/
O=C(NCCc1ccccc1)C1CCN(S(=O)(=O)c2ccc(Br)s2)CC1	?	/
c1ccc(-c2csc3ncnc(NCC4COc5ccccc5O4)c23)cc1 (centres undefined)	1.8µM*	-34*
CCCOn1nnnc1-c1ccccc1	4%	17
CCc1cc(C(=O)N2CCc3c([nH]c4ccccc34)C2c2ccc(OC)cc2F)no1 (centres undefined)	5%	-17
CCc1ccc(NS(=O)(=O)c2ccc3c(c2)CCN3C(=O)CCC(=O)O)cc1	?	/
COc1cc(/C=N/NC(=O)c2cc(-c3ccccc3)sc2N)cc(OC)c1OC	-22%	/

smiles	Lipid storage S3	Lipid storage S3 cell count max
Cc1cccc(Nc2nc3c(c(=O)n(C)c(=O)n3C)n2Cc2ccccc2)c1	i	/
N#Cc1ccccc1S(=O)(=O)N1CCN(CC(O)CN2CCOCC2)CC1 (centres undefined)	?	/
CCOC(=O)C1=C(N)N(c2ccccc2Oc2ccccc2)C(=O)C1	5%	-27
CCOC(=O)c1c(-c2ccc(C)o2)csc1NC(=S)NC(=O)c1ccccc1Br	?	/
CC(=O)Nc1ccc(NC(=O)CSc2ccc(C(F)(F)F)cc2[N+](=O)[O-])cc1	6%	-11
O=C(NCc1ccccc1)C(c1cccnc1)N(C(=O)c1csnn1)c1ccc(F)cc1 (centres undefined)	?	/
Cc1cc(OCC(=O)Nc2ccc3oc(-c4ccncc4)nc3c2)ccc1Cl	?	/
O=C(NCCc1ccncc1)C12CC3CC(CC(C3)C1)C2	?	/

smiles	Lipid storage S3	Lipid storage S3 cell count max
O=C(Nc1ccc(Br)cn1)c1cccc(-c2cc3ccccc3oc2=O)c1	?	/
O=C(c1ccc(N2CCCC2=O)cc1)N1CCN(c2cccc(C(F)(F)F)c2)CC1	?	/
COc1ccc(OC)c(NC(=O)c2ccc(CSc3ncccn3)cc2)c1	?	/
C/C(=N\NC(=O)COc1ccc(C#N)cc1)c1ccccc1OC(F)F	13%	6
O=C(COC(=O)c1ccc(Cl)c(S(=O)(=O)N2CCCCCC2)c1)Nc1ccccc1	?	/
O=C(O)c1cccnc1Oc1ccccc1	6%	19
Cc1cc(Br)cn2cc(C(=O)O)nc12	?	/
COc1ccc(OCC(=O)Nn2c(-c3cccc(OC)c3)nc3ccccc3c2=O)cc1	10%	/

smiles	Lipid storage S3	Lipid storage S3 cell count max
Cc1ccn2c(=O)nc(SCC(=O)NCc3ccco3)nc2c1	?	/
Cc1cc(Cl)ccc1OCC(=O)Nc1ccccc1NS(=O)(=O)c1cccs1	?	/
O=C(NN=C1CCCCCCCCCCC1)c1ccncc1	3%	13
CCN(CC(=O)Nc1c(F)cccc1F)C(=O)c1nc2nc(C)cc(C)n2n1	?	/
CN(C)c1ccc(N=Nc2ccccc2Br)cc1	?	/
CC(/C=N/n1c(-c2cccnc2)n[nH]c1=S)=C\c1ccccc1	-8%	-20
Cc1ccc(S(=O)(=O)N2CCN(C)CC2c2ccccc2)cc1 (centres undefined)	?	/
CC(NS(=O)(=O)c1ccc(Cl)cc1)C(=O)NCCC1=CCCCC1 (centres undefined)	-2%	6

smiles	Lipid storage S3	Lipid storage S3 cell count max
O=C(Nc1ccc2c(c1)OCCO2)c1cccnc1Oc1ccccc1	13%	-2
Cn1nc(C(F)(F)F)c(-c2ccccc2)c1NC(=O)CCC(=O)O	-6%	23
COc1cccc(C(=O)N(Cc2cccs2)C2CCS(=O)(=O)C2)c1 (centres undefined)	-14%	-15
CSc1nsc(SC)c1NC(=O)OC1CCCCC1	?	/
CC(=O)Nc1ccc(C(=O)OCC(=O)N(C)C2CCCCC2)cc1	?	/
COc1ccccc1C(=O)Nc1nc2ccccc2s1	?	/
N#CCSc1nc(Nc2ccc3c(c2)OCO3)c2ccccc2n1	-20%	-22
CC(=O)c1cn(CC(=O)Nc2ccccc2)c2ccccc12	?	/

smiles	Lipid storage S3	Lipid storage S3 cell count max
Cc1cc(-c2ccco2)n2c(nc3ccccc32)c1C#N	-14%	-9
COc1ccc(NC(=O)Cn2nnc(-c3ccccc3F)n2)cc1Cl	?	/
CCn1c(SCC(=O)c2cc(OC)ccc2OC)nnc1C(C)C	?	/
O=C(CS(=O)(=O)c1ccc(F)cc1)NCc1ccccc1	?	/
Cc1ccc(-c2c(C)n([O-])c3c([n+]2=O)CCC3)cc1	?	/
O=C(N/N=C/c1c[nH]c2ccccc12)c1ccc(O)c(O)c1	i	8
CC(=O)NC(O)C(=O)c1ccco1 (centres undefined)	?	/
COc1cccc(N(C(=O)c2nc3nccc(C)n3n2)c2nc3ccccc3s2)c1	20%	-8

smiles	Lipid storage S3	Lipid storage S3 cell count max
CCCCn1c(=O)c(Cc2ccccc2)c(O)c2ccccc21	i	/
Cn1ncc([N+](=O)[O-])c1C(=O)NCc1ccccc1	?	/
O=C(COc1ccc(Cl)cc1)NNC(=S)NCc1ccccc1	?	/
CCN(C(=O)Cn1c(=O)oc2cc(S(=O)(=O)N3CCCC3)ccc21)c1ccc(OC)cc1	?	/
CCOc1ccc(OCC)c(NC(=O)Nc2ccc3c(c2)N(C)C(=O)CS3)c1	?	/
CCOC(=O)C1CCN(C(=O)COC(=O)c2cccc(F)c2)CC1	?	/
Nc1nnc(-c2cccnc2)s1	-17%	17&-7
COc1ccc(C2=NN(c3ccccc3)C(c3cn(CCC(=O)O)nc3-c3ccccc3)C2)cc1 (centres undefined)	5%	-19

smiles	Lipid storage S3	Lipid storage S3 cell count max
CC(C)(C)c1ccc(/C=C/C(=O)NCCCN2CCOCC2)cc1	i	16
O=C(CCc1nnc2ccc(N3CCC4(CC3)OCCO4)nn12)N1CCCCC1	?	/
CCOc1ccccc1OCCCC(=O)ON=C(N)c1ccccc1	2%	1
Cc1ccc(N(C(=O)c2ccc(S(=O)(=O)N3CCOCC3)cc2)C2C=CS(=O)(=O)C2)cc1C (centres undefined)	-1%	-14
COc1ccc(Cc2nc3ccccc3n2C)cc1	1%	-10
CN(C)/C=C/C(=O)c1cnc(-c2ccccc2)s1	?	/
O=C(COC(=O)C1=COCCO1)Nc1ncc(Cl)cc1Cl	27%	/
CC(C)Oc1cc(NC(=O)CSCC(=O)Nc2cccc(C(F)(F)F)c2)c(Cl)cc1Cl	?	/

smiles	Lipid storage S3	Lipid storage S3 cell count max
C/C(CC(=O)Nc1cccc(C(F)(F)F)c1)=N\NC(=O)C1CCCCC1	?	/
O=C(Nc1cccnc1Cl)c1cccc(S(=O)(=O)N2CCOCC2)c1	?	/
CCOC(=O)C1CCN(C(=O)CN(c2cc(OC)ccc2OC)S(=O)(=O)c2ccccc2)CC1	?	/
CCOC(=O)c1nnc(-c2ccc(C)cc2)nc1Sc1ccccc1Cl	i	15
COc1ccc(C(=O)COC(=O)C(CC(C)C)N2C(=O)c3ccccc3C2=O)cc1 (centres undefined)	-7%	-4
CN(C1CCCC1)C1CCN(C(=O)CNC(=O)/C=C/c2cccc(C(F)(F)F)c2)CC1	-1%	9
CCN1CCCC1CNC(=O)c1cc2c(=O)n(C)c3ccccc3c2n1C (centres undefined)	?	/
COC(=O)c1ccccc1S(=O)(=O)N1CCC(C(=O)OCC(=O)NC2CCCCC2C)CC1 (centres undefined)	?	/

4 entries picked at random from the list so far, as already listed:
smiles	Lipid storage S3	Lipid storage S3 cell count max
COc1ccc(C(=O)COC(=O)C(CC(C)C)N2C(=O)c3ccccc3C2=O)cc1 (centres undefined)	-7%	-4
CCOC(=O)c1nnc(-c2ccc(C)cc2)nc1Sc1ccccc1Cl	i	15
CCN1CCCC1CNC(=O)c1cc2c(=O)n(C)c3ccccc3c2n1C (centres undefined)	?	/
C/C(CC(=O)Nc1cccc(C(F)(F)F)c1)=N\NC(=O)C1CCCCC1	?	/

(listing goes on)
smiles	Lipid storage S3	Lipid storage S3 cell count max
CCN(CC(=O)Nc1ccccc1C(F)(F)F)CC(=O)NC1CC1	?	/
Cc1nn2c(NCCCn3ccnc3)cc(C(C)C)nc2c1-c1ccccc1	?	/
CCCCn1c(N)c(N(CCOC)C(=O)COC(=O)c2cc(CCC)c(C)s2)c(=O)[nH]c1=O	18%	-13
C=CCNC(=O)CSc1ccc(Cl)cc1	?	/
Cc1ccc(S(=O)(=O)N(CC2CO2)c2ccccc2[N+](=O)[O-])cc1 (centres undefined)	-15%	-12
CCc1nc(NCCC(C)C)c2nnn(Cc3ccccc3)c2n1	8%	-23
COc1ccc(C2Oc3ccccc3N2C(C)=O)cc1 (centres undefined)	?	/
N=c1c(S(=O)(=O)c2ccc(Br)cc2)cc2c(=O)n3ccccc3nc2n1Cc1ccco1	?	/

In another format: 4 of the compounds above
CCCCn1c(N)c(N(CCOC)C(=O)COC(=O)c2cc(CCC)c(C)s2)c(=O)[nH]c1=O
  Lipid storage S3: 18% | Lipid storage S3 cell count max: -13

C=CCNC(=O)CSc1ccc(Cl)cc1
  Lipid storage S3: ? | Lipid storage S3 cell count max: /

Cc1ccc(S(=O)(=O)N(CC2CO2)c2ccccc2[N+](=O)[O-])cc1 (centres undefined)
  Lipid storage S3: -15% | Lipid storage S3 cell count max: -12

CCc1nc(NCCC(C)C)c2nnn(Cc3ccccc3)c2n1
  Lipid storage S3: 8% | Lipid storage S3 cell count max: -23

The list goes on:
smiles	Lipid storage S3	Lipid storage S3 cell count max
COc1cccc(CC(=O)N2CCC(n3nccc3NC(=O)C3CC3)CC2)c1	?	/
COc1ccc(/C=C(\NC(=O)c2ccc([N+](=O)[O-])cc2)C(=O)NCCCn2ccnc2)cc1	?	/
O=C(Nc1cccc(NC(=O)c2nccc3ccccc23)c1)c1ccco1	0%	-14
O=C(COc1ccccc1F)Nc1cc(S(=O)(=O)N2CCOCC2)ccc1N1CCOCC1	?	/
CCOC(=O)C1=C(COC(=O)c2ccc(OC(C)C)cc2)NC(=O)NC1C (centres undefined)	?	/
O=c1cc(Cl)[nH]c(=O)n1Cc1ccccc1	0%	2
O=C(Nc1ccc(N2CCOCC2)cc1)c1cccc(-n2cnnc2)c1	?	/
CC1CC(C)(C)NC(=S)N1CCC(=O)N1CCN(Cc2ccccc2)CC1 (centres undefined)	?	/

smiles	Lipid storage S3	Lipid storage S3 cell count max
CCN(CC)CCNC(=O)c1ccc2c(c1NCCO)C(=O)c1ccccc1C2=O	?	/
CN1CCN(c2ccc(S(=O)(=O)N3CCCCC3)cc2NC(=O)c2ccc(F)cc2F)CC1	?	/
Nn1c(SCc2ccccc2)nnc1C1CCCCC1	-18%	0
Cc1cc(C)c(S(=O)(=O)Nc2ncn[nH]2)cc1C	i	10
CC(C)NCC(O)COc1ccc(CC(N)=O)cc1 (centres undefined)	-10%	-4
O=C(COCc1cc(-c2ccc3c(c2)OCO3)on1)N1CCN(c2ccc(F)cc2)CC1	-18%	-3
CC(=O)Nc1ccc2nc(NC(=O)CCc3ccccc3)sc2c1	?	/
COc1ccc(-n2nnnc2SC(C)C(=O)NCC(=O)Nc2ccc(F)c(F)c2F)cc1 (centres undefined)	-5%	-13

smiles	Lipid storage S3	Lipid storage S3 cell count max
C/C(CC(=O)Nc1cccc(Br)c1)=N\NC(=O)c1ccc(O)cc1O	?	/
O=C(Cc1cc(=O)[nH][nH]1)N/N=C/c1c(F)cccc1Cl	?	/
O=C(Cn1c(=O)oc2ccccc21)Nc1nc(-c2ccc(Br)cc2)cs1	?	/
O=C(CN1CCN(S(=O)(=O)c2ccccc2)CC1)NC(=O)NC1CCCCC1	?	/

Some of the compounds tested; rates above refer to the full screens.
